NSD2 HMT inh: inhibitors of human histone methyltransferase NSD2; O96028; NSD2 peptide methylation, AlphaScreen, 120 min; inhibition, % at 12.5 µM; 310,000 tested, 0.54% active; in the data active = inhibition above about 50%
PfHsp90 yeast 2: reduces growth (ATP signal) of yeast expressing P. falciparum Hsp90. S. cerevisiae expressing PfHsp90, BacTiter-Glo ATP, 48 h; yeast lacking PDR1 and PDR3 efflux regulators. 310,000 tested, 0.32% active. inhibition, % at 9.4 µM;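 active = every replicate shows inhibition above about 80%, whatever the replicate mean, limit read from the data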;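 note: 0% = DMSO neutral controls and 100% = 20 µM radicicol positive controls; yeast relying on Plasmodium falciparum Hsp90 in place of its own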
CAL PDZ FP-1: human CAL PDZ-peptide interaction inhibition; Q9HD26; purified CAL PDZ, TMR-peptide fluorescence polarization, 1 h; inhibition, % at 20 µM; 330,000 tested, 0.02% active; AID 504414;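 active = highest replicate inhibition of at least 40%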;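 note: plate controls were DMSO neutral control wells for no effect and unlabeled competitor peptide control wells for full effect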
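System: tagged CAL PDZ domain. Schedule: 1 h room-temperature incubation prior to read. Signal: fluorescence polarization (mP). Measure: percent inhibition from loss of millipolarization.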
CAL PDZ FP-2: blocks peptide binding to the human CAL PDZ domain. 300,000 tested, 0.92% active. Q9HD26. inhibition, % at 24.9 µM. purified CAL PDZ, TMR-peptide fluorescence polarization, 1 h. AID 602252;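 active = mean inhibition of at least 30% with at least half of replicates also reaching 30%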;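 note: 0% = DMSO neutral control and 100% = excess unlabeled competitor peptide PRC23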
MITF act: MITF TRPM1 promoter activation in melanoma cells | SK-MEL-5 TRPM1-promoter luciferase, 24 h; % of positive control, neutral wells = 0 | activation, % at 12.5 µM | 300,000 tested, 0.75% active | AID 588334;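 active = mean activation of at least 80% with every replicate also reaching 80%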;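 note: 0% = neutral control wells and 100% = parthenolide positive control wells; values of inactives mirror those of a sister screen read the other way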
SR-BI DiI-HDL act: SR-BI HDL lipid transfer activation; CHO ldlA[mSR-BI] cells, DiI-HDL uptake fluorescence, 3 h; 100 = double the neutral-control signal; activation, % at 12.5 µM; 320,000 tested, 0.096% active; AID 504775;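 active = mean replicate activation of at least 60% and every replicate at or above 60%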;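 note: 0% = median plate neutral-control signal and 100% = twice that signal; values of inactives mirror those of a sister screen read the other way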
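Material – SR-BI-overexpressing, LDLR-lacking CHO cells · Medium – BSA-supplemented, HEPES-buffered Ham's F12, pH 7.4 · Doses – single concentration · Times – compound with DiI-HDL co-incubation, 3 h at 37 °C · Measured by – bottom-read fluorescence, 550/595 nm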
SR-BI DiI inh: blocks mouse SR-BI lipid uptake from DiI-HDL; Q61009; ldlA[mSR-BI] CHO cells, DiI-HDL uptake fluorescence, 3 h; inhibition, % at 12.5 µM; 320,000 tested, 0.96% active; AID 488896;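 active = mean replicate inhibition of at least 70% and a set share of replicates each scoring 70 or more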;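 note: 0% = median of neutral control wells and 100% = median of positive control wells; values of inactives mirror those of a sister screen read the other way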
dFosB act: enhances mouse delta FosB homodimer DNA binding. purified delta FosB, TAMRA-CDK5 oligo fluorescence polarization; percent of positive-control signal above neutral wells. activation, % at 25 µM. 340,000 tested, 0.99% active;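 active = mean activation above about 17%, with every replicate also reaching it, limit read from the data, passing the limit was not always enough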;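 note: fluorescence polarization rise as delta FosB binds a TAMRA Cdk5 AP-1 oligo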
Target sequence (P13346 whole entry, looked up): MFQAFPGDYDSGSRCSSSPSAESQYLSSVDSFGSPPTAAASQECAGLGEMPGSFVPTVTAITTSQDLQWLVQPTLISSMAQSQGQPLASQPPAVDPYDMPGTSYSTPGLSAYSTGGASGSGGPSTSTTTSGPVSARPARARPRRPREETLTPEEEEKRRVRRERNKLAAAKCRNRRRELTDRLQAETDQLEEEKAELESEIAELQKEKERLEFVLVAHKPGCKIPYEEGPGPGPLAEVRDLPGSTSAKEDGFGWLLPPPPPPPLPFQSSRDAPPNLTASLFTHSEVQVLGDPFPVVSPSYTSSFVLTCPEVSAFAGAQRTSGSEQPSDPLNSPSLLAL
PvdQ acylase: P. aeruginosa PvdQ acylase inhibition; purified PvdQ acylase, fluorescence plate reader; AID 488965; 340,000 tested, 0.063% active; inhibition, % at 10 µM; in the data active = inhibition above about 30%, passing the limit was not always enough;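 note: 0% = vehicle neutral wells and 100% = reference inhibitor wells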
Rtt109 Vps75: inhibitors of Candida albicans Rtt109/Vps75 histone acetyltransferase. Q5AAJ8. purified Rtt109/Vps75, ThioGlo CoA-SH fluorescence, 4 h. inhibition, % at 34.9 µM. 330,000 tested, 0.16% active;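 active = inhibition of at least 50% in every replicate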
Target sequence (Q5AAJ8 whole entry, looked up): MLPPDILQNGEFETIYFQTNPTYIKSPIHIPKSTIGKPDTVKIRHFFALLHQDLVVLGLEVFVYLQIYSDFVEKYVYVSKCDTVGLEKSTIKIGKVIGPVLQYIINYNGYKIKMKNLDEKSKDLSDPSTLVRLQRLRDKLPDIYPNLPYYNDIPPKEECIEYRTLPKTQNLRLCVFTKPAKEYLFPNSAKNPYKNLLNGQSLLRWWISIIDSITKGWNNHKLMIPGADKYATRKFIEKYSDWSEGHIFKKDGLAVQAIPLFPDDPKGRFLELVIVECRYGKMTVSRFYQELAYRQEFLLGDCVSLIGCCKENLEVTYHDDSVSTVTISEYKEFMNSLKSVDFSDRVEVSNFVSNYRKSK
An asterisk follows results filed as active; nt = no result given.

1	COc1ccccc1N(CC(=O)NCCSc1ccccc1)S(=O)(=O)c1ccccc1
2	O=C(NC1CC1)c1ccc2c(c1)C1C3CCC(C3)C1C(c1ccccc1)N2 (configuration not stated)
3	CC(Sc1nc(N)c(NC(=O)c2ccc(Br)o2)c(=O)[nH]1)C(=O)O (configuration not stated)
4	Cc1cc(C)nc(NS(=O)(=O)c2ccc(N/C=C/C(=O)c3ccc(Cl)c(Cl)c3)cc2)n1
5	CC(C)Cc1cc(C(=O)NCCN2CCOCC2)no1
6	CN1C[C@@H]2[C@@H]3C(=O)N(Cc4ccccc4)C(=O)[C@@H]3[C@](C)(C1=O)N2C(=O)c1ccc(C(C)(C)C)cc1
7	CC(=O)Oc1ccccc1C1=NN(C(C)=O)C(c2ccccc2)C1 (configuration not stated)
8	O=C(Nc1ncccn1)c1ccc(C(F)(F)F)cc1
9	COc1ccccc1C(CCN(Cc1cccs1)C(C)=O)c1ccco1 (configuration not stated)
10	Nn1c(SCC(=O)N2CCCC2=O)nnc1-c1cccs1

assay / entry	1	2	3	4	5	6	7	8	9	10
NSD2 HMT inh	-1	-4	1	-1	nt	nt	-3	-3	-4	nt
PfHsp90 yeast 2	-22	-5	-11	-3	10	3	6	-25	0	nt
CAL PDZ FP-1	0.4	-0.1	-1.8	-0.8	-1.4	-0.9	-1.3	0.0	nt	0.7
CAL PDZ FP-2	nt	0	-2	0	nt	-1	-3	-3	-2	-2
MITF act	-5	1	2	5	5	-8	-7	4	0	5
SR-BI DiI-HDL act	-45	-19	34	-4	-3	18	-9	6	13	46
SR-BI DiI inh	45	19	-34	4	2	-18	9	-6	-13	-46
dFosB act	-6	1	-6	10	-7	-5	-3	1	-10	-2
PvdQ acylase	-12	-14	-19	-2	-5	-5	0	6	-10	-4
Rtt109 Vps75	-3	-3	-8	-6	11	1	3	0	2	-13

11	CCNC(=O)c1c(C)[nH]c(C(=O)OCC)c1C
12	COc1ccc(CC(=O)OCC(=O)Nc2ncc(Cl)cc2Cl)cc1
13	O=C(COC(=O)CCCSc1nc2ccccc2[nH]1)NC(=O)NC1CCCC1
14	Cc1cccc2c(CC(=O)Nc3ccccc3)noc12
15	Cc1ccc(-c2noc(CN(C)C(=O)Nc3ccc(F)cc3)n2)cc1
16	C=CCn1c(SCC(=O)Nc2cc(C)on2)nnc1-c1ccccc1F
17	CCC1SC2=NC(C)=C(C(=O)OCCOC)C(c3ccc(C(=O)OC)cc3)N2C1=O (configuration not stated)
18	CCN(CC)S(=O)(=O)c1ccc(N/N=C/c2cccnc2)nc1
19	CC(C)CN1CCC(CN2CCNC(=O)C2=O)CC1
20	Cc1cc(/C=C2\SC(=Nc3ccccc3)NC2=O)c(C)n1-c1ccc(S(N)(=O)=O)cc1

assay / entry	11	12	13	14	15	16	17	18	19	20
NSD2 HMT inh	1	2	1	-3	-2	0	4	3	nt	0
PfHsp90 yeast 2	7	-2	3	-8	-15	nt	-21	-29	-8	-17
CAL PDZ FP-1	-0.9	nt	-1.6	-1.8	-2.7	-0.2	nt	-3.2	-0.1	0.0
CAL PDZ FP-2	-1	6	-2	2	-1	nt	-4	-3	5	-5
MITF act	0	-8	2	3	2	5	-16	-12	5	-18
SR-BI DiI-HDL act	-7	16	4	7	27	20	-13	-17	-2	-52
SR-BI DiI inh	7	-16	-4	-7	-27	-20	13	17	2	52
dFosB act	-1	-8	-3	-1	5	-8	-6	-4	2	-13
PvdQ acylase	-5	-9	9	-15	-4	-17	-13	-1	-19	2
Rtt109 Vps75	-1	2	17	6	nt	7	-10	2	-5	1

One compound at a time (already shown).
Profile of `CC(C)CN1CCC(CN2CCNC(=O)C2=O)CC1` = NSD2 HMT inh: nt; PfHsp90 yeast 2: -8; CAL PDZ FP-1: -0.1; CAL PDZ FP-2: 5; MITF act: 5; SR-BI DiI-HDL act: -2; SR-BI DiI inh: 2; dFosB act: 2; PvdQ acylase: -19; Rtt109 Vps75: -5
Profile of `CCC1SC2=NC(C)=C(C(=O)OCCOC)C(c3ccc(C(=O)OC)cc3)N2C1=O` (configuration not stated) = NSD2 HMT inh: 4; PfHsp90 yeast 2: -21; CAL PDZ FP-1: nt; CAL PDZ FP-2: -4; MITF act: -16; SR-BI DiI-HDL act: -13; SR-BI DiI inh: 13; dFosB act: -6; PvdQ acylase: -13; Rtt109 Vps75: -10

(list continues)
21	CCCCn1c(SCC(=O)Nc2ccc(C)c(S(=O)(=O)N3CCOCC3)c2)nnc1C(CC)N(C)C (configuration not stated)
22	Cc1ccc(C(=O)N2CCN(Cc3ccc4c(c3)OCO4)CC2)cc1[N+](=O)[O-]
23	C/C(=N\NC(=O)c1nnn(-c2nonc2N)c1CN1CCCCCC1)c1ccc(Br)cc1
24	N#Cc1cn(CC(=O)NCC2CCCO2)c2ccccc12 (configuration not stated)
25	N#CC(C(=O)NCc1ccco1)c1nc2ccccc2nc1N1CCOCC1 (configuration not stated)
26	Brc1cccc(OCCN2CCOCC2)c1
27	Cc1ccc2nc(-c3ccc(NC(=O)CCS(=O)(=O)c4ccccc4)cc3)sc2c1
28	Cc1nnc(NC(=O)CSc2nnc(-c3ccoc3C)n2CC(C)C)s1
29	COc1ccc(-c2c3c(nc4sc5c(Cl)nc(C)nc5c24)CCC3)cc1
30	NC(=O)c1ncn([C@@H]2O[C@H](CNCc3c(OCc4ccccc4F)ccc4ccccc34)[C@@H](O)[C@H]2O)n1

assay / entry	21	22	23	24	25	26	27	28	29	30
NSD2 HMT inh	2	0	-2	0	1	-2	-3	0	nt	nt
PfHsp90 yeast 2	-1	8	14	nt	19	-9	-5	-19	-11	0
CAL PDZ FP-1	-1.6	-0.6	-1.5	-0.8	-0.5	1.0	-1.8	-4.1	-1.2	0.8
CAL PDZ FP-2	-3	-3	-2	-3	-3	0	0	-8	-1	-5
MITF act	7	-10	6	-5	-11	nt	-24	-10	-48	7
SR-BI DiI-HDL act	-6	-3	4	23	-4	-17	-43	-15	19	-1
SR-BI DiI inh	6	3	-4	-23	4	17	43	15	-19	1
dFosB act	-6	-6	-14	0	-2	2	8	-7	-5	-5
PvdQ acylase	-10	-4	14	-7	-2	12	-10	-12	-13	0
Rtt109 Vps75	3	3	nt	3	-5	11	0	4	0	-1

31	O=S(=O)(c1cccc(-c2n[nH]c(=S)n2C2CCCC2)c1)N1CCOCC1
32	Cc1ccc2cccc(SCC(=O)NCC#N)c2n1
33	C=CCC1(N(C(C)=O)c2ccccc2)CCCCC1
34	CCN(CC)S(=O)(=O)c1cc(NC(=O)COC(=O)Cn2cnc3ccccc32)ccc1C
35	C=CCN1C(=O)C(O)(CC(=O)c2ccccn2)c2ccccc21 (configuration not stated)
36	CC1CCC(NC(=O)C2c3ccccc3C(=O)N2CCCN2CCOCC2)CC1 (configuration not stated)
37	C/C(=N\NC(=O)c1cc(C)oc1C)c1ccc(N2CCOCC2)cc1
38	CC(=O)NCc1nc2ccccc2n1Cc1ccccc1F
39	CC1CCCCC1N=C1NC(C)(C)CS1 (configuration not stated)
40	CC(C)(C)OC(=O)C[C@H]1C/C=C\C[C@@H](CC(=O)N[C@H](CO)Cc2ccccc2)C(=O)NCCOC1=O

assay / entry	31	32	33	34	35	36	37	38	39	40
NSD2 HMT inh	-2	-2	-1	-3	-2	2	-2	nt	-3	nt
PfHsp90 yeast 2	-4	-16	nt	-31	0	11	nt	2	9	-5
CAL PDZ FP-1	-0.8	-0.2	-1.4	-0.6	0.0	0.6	-1.0	-1.4	-1.8	0.5
CAL PDZ FP-2	-5	0	-6	-2	3	-7	1	6	1	-2
MITF act	-3	15	0	2	-8	-4	-3	4	10	-4
SR-BI DiI-HDL act	-61	8	6	32	11	41	13	-16	35	6
SR-BI DiI inh	61	-8	-6	-32	-11	-41	-13	16	-35	-6
dFosB act	-5	3	-2	-4	-5	-5	-5	9	0	-6
PvdQ acylase	-2	2	-7	-12	-2	-6	2	-10	-5	-17
Rtt109 Vps75	-5	12	-6	-1	-6	-2	-2	-3	-5	2

41	O=C(Oc1ccccc1)n1c(=S)oc2ccccc21
42	O=C(CSc1nc2ccccc2[nH]1)c1ccc2c(c1)OCO2
43	CCOc1ccccc1NC(=O)C(C)SCc1ccccc1 (configuration not stated)
44	O=C(N/N=C/c1ccc(OCc2ccccc2)cc1)c1cc[n+](Cc2ccccc2)cc1
45	COc1ccccc1-n1cnnc1SCC(=O)N1CCN(S(=O)(=O)c2ccccc2)CC1
46	O=C(NCc1ccccc1)c1nc2ccccc2s1
47	C=CCn1c(SCC(=O)NC(C)(C)C)nnc1-c1ccccc1O
48	CNC(=O)c1[nH]cnc1C(=O)Nc1ccc(OC)cc1
49	Cc1nnc(SCC(=O)NC(=O)NC(C)(C)C)s1
50	CC(C)Oc1ccc(CCc2nnc(SC(C)C(=O)O)n2-c2ccccc2)cc1 (configuration not stated)

assay / entry	41	42	43	44	45	46	47	48	49	50
NSD2 HMT inh	0	0	-5	10	-1	nt	0	nt	-1	0
PfHsp90 yeast 2	12	17	20	1	-13	-21	5	-4	-6	-3
CAL PDZ FP-1	-0.4	-1.3	-1.3	-2.3	-0.5	-0.5	nt	-1.3	-3.1	-0.5
CAL PDZ FP-2	4	-11	6	-2	-7	0	-3	-2	0	0
MITF act	11	nt	nt	54	-2	10	6	-1	-9	19
SR-BI DiI-HDL act	-15	-9	-20	4	-6	15	19	2	1	14
SR-BI DiI inh	15	9	20	-4	6	-15	-19	-2	-1	-14
dFosB act	-1	-10	-3	-6	-6	-5	-3	2	-10	2
PvdQ acylase	0	1	-8	-10	-13	-15	-8	6	11	-12
Rtt109 Vps75	-2	6	-3	3	-9	-5	-8	-2	10	-16

Random excerpt: 2 compounds from above
44	O=C(N/N=C/c1ccc(OCc2ccccc2)cc1)c1cc[n+](Cc2ccccc2)cc1
41	O=C(Oc1ccccc1)n1c(=S)oc2ccccc21

assay / entry	44	41
NSD2 HMT inh	10	0
PfHsp90 yeast 2	1	12
CAL PDZ FP-1	-2.3	-0.4
CAL PDZ FP-2	-2	4
MITF act	54	11
SR-BI DiI-HDL act	4	-15
SR-BI DiI inh	-4	15
dFosB act	-6	-1
PvdQ acylase	-10	0
Rtt109 Vps75	3	-2

Other compounds.
51	Cc1nc(/N=C(\N)NC(=O)NC2CCCCC2)nc2ccccc12
52	O=c1c2ccccc2n(CC(O)CN2CCOCC2)c2ccccc12 (configuration not stated)
53	COc1ccc(CC(C)N2CCN(c3ccccc3)CC2)cc1OC (configuration not stated)
54	CCOC(=O)C1CCCN(C(=O)c2ccc3[nH]c4c(c3c2)CC(C)CC4)C1 (configuration not stated)

assay / entry	51	52	53	54
NSD2 HMT inh	3	-6	nt	4
PfHsp90 yeast 2	0	-8	13	4
CAL PDZ FP-1	-11	-0.1	0.0	-0.6
CAL PDZ FP-2	nt	-1	-2	-2
MITF act	nt	0	0	-6
SR-BI DiI-HDL act	-12	3	6	5
SR-BI DiI inh	12	-3	-6	-5
dFosB act	4	1	-3	-4
PvdQ acylase	-16	0	-3	-6
Rtt109 Vps75	-4	-5	0	-6

Bioassay records from PubChem.
